# Screening data: PubChem, National Center for Advancing Translational Sciences (NCATS)
# HT1080 IDH1KD tx – HT-1080 IDH1 knockdown cell toxicity (counter line); HT-1080 IDH1 knockdown viability, ATP luminescence, 48 h; Potency, µM (titrated, usually from 46.1 µM), for inactives: at the highest dose activity, negative = toxicity, usual class: cytotoxic; 360,000 tested, 2% active;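 also: 0% = DMSO wells and -100% = cell-free medium wells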
#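 % activity derives from luminescence (CellTiter-Glo), normalised to DMSO and no-cell wells. HT-1080-IDH1KD cells, 750/well, had 48 h compound exposure at 37 °C.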
# SW480 rereplic – inducers of DNA re-replication in SW480 colon cancer cells. SW480 DNA re-replication, Hoechst DNA content imaging, 48 h. Potency, µM (top dose mostly 46.1 µM), for the others: at the highest dose re-replication activation, usual class: activators. 340,000 tested, 1.8% active. AID 624297; also: % of control where 0% means no effect; nearly all actives have a fitted effect of over 55% in size
#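 First, 250 cells per well were seeded. Next, compound or vehicle (23 nL) was pinned in, plates sat 48 hr at 37 C. Finally Hoechst was added for 40 min before fluorescence scanning.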
# TDP43 rescue – rescues yeast growth from TDP-43 toxicity | Potency, µM (series often up to 46.1 µM), without a hit: at the top dose growth rescue (activation), most hits filed as activators | TDP-43 expressing yeast growth rescue, BacTiter-Glo, 24 h | 410,000 tested, 1.8% active; also: % of control where 0% means no effect; nearly all actives have a fitted effect of over 50% in size
#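 Cell-based yeast growth screen: TDP-43 expression induced in galactose, inoculum OD600=0.02 after raffinose pregrowth to mid-log. Read-out BacTiter-Glo luminescence at 24 hr, 30 deg C; inhibition of toxicity seen as signal increase.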
# KB-V1 MDR tox – KB-V1 MDR subline cytotoxicity. KB-V1 MDR cells viability, CellTiter-Glo, 72 h. Potency, µM (titrated, usually from 46.1 µM), for inactives: top-dose activity change, negative = cytotoxicity, usual class: cytotoxic. 400,000 tested, 3.4% active. AID 1347076; also: % is scaled to controls: 0 for no effect and ±100 for the full control effect; nearly all actives have a fitted effect of over 60% in size
#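 Following 72 h at 37 degrees C with compound, KB-V1 cell viability was read by CellTiter-Glo luminescence, medium being phenol-red-free DMEM plus 10% FBS; concentration-response parameters came from normalized, curve-fitted qHTS data.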
# KB-3-1 tox – KB-3-1 parental cell cytotoxicity | 400,000 tested, 1.4% active | KB-3-1 viability, CellTiter-Glo ATP luminescence, 72 h | Potency, µM (highest dose often 46.1 µM), for the others: at the highest dose activity change, negative = cytotoxic, hits mostly cytotoxic; also: % is scaled to controls: 0 for no effect and ±100 for the full control effect; nearly all actives have a fitted effect of over 60% in size
#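 72 h, 37 °C compound treatment of KB-3-1 parental cells; CellTiter-Glo added, 10 min, luminescence read. Data corrected against DMSO-only plates and normalized before curve fitting.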
# HT1080-NT tox – kills 2HG-producing HT-1080-NT fibrosarcoma cells. HT-1080-NT fibrosarcoma viability, CellTiter-Glo ATP luminescence, 48 h. Potency, µM (top dose mostly 46.1 µM), inactives show at the top dose activity, negative = less viability, usual class: cytotoxic. 360,000 tested, 1.6% active;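 also: NT is the 2HG producing partner of a matched IDH1 knockdown line; 0% = DMSO-treated cells and -100% = media-only wells without cells; nearly all actives have a fitted effect of over 55% in size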
#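 750 cells/well, RPMI + 5% FBS; 2 h settle, compound pin-transfer, 48 h at 37 degrees C. CellTiter-Glo 10 min RT, luminescence. Normalized to DMSO and media-only wells.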
# HEK293 tox – cytotoxicity counter-screen for GLP-1 receptor inverse agonists; HEK293 cAMP-luciferase reporter cells, luminescence, 24 h; Potency, µM (top dose mostly 38.3 µM), without a hit: top-dose activity change, negative = inhibition, most hits filed as inhibitors; 410,000 tested, 0.13% active; AID 624418;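 also: loss of luciferase light is scored as toxicity; % is scaled to controls: 0 for no effect and ±100 for the full control effect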
#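 MLSMR compounds, 24 hr on cells at 37 deg C/5% CO2; luminescence after luciferase reagent (12 min RT). Inhibition counted as the undesired cytotoxic outcome.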
# GLP1R ag – activates the human GLP-1 receptor. P43220. HEK293 GLP-1R CRE-luciferase, luminescence, 4-6 h; cells express a hypersensitive GLP-1R form. Potency, µM (series often up to 45.6 µM), for the others: at the highest dose activation, hits mostly activators. 380,000 tested, 0.007% active. AID 624172; also: % of control where 0% means no effect
# Target sequence (P43220 whole entry, looked up): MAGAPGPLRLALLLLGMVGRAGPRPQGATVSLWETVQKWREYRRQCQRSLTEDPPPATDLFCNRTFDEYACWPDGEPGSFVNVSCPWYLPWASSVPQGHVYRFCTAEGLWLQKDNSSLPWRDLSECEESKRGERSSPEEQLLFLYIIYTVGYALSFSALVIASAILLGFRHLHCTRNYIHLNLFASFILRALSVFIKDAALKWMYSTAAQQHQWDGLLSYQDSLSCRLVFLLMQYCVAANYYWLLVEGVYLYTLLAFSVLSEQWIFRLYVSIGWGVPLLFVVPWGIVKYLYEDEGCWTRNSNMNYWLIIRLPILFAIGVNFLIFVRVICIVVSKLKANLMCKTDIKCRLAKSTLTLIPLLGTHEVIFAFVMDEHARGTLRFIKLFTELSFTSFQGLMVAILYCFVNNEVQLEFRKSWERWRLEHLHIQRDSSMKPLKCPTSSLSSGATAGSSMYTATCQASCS
# GLP-1R inv ag – GLP-1 receptor (human) inverse agonism; 410,000 tested, 1.6% active; Potency, µM (series often up to 38.3 µM), without a hit: at the highest dose activity change, negative = inhibition, hits mostly inhibitors; P43220; HEK293 GLP-1R CRE-luciferase, luminescence, 24 h; GLP-1R form is constitutively active; AID 624417; also: % is scaled to controls: 0 for no effect and ±100 for the full control effect; nearly all actives have a fitted effect of over 55% in size
#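 GLP-1R inverse agonism mode: basal reporter luminescence in engineered HEK293 cells measured after one day of compound exposure at 37 deg C, with a 12 min room-temperature detection step.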
# An asterisk follows results filed as active; ? = inconclusive; . = not tested or not shown; [ ] = dose if it differs, or a comment. Calls follow the shape of the dose curve; as a rule, active = well fitted curve in the direction sought with a large enough effect; inconclusive = small, poorly fitted or top-dose-only effect, or another doubt; inactive = no such curve, though single readings can be large; an effect the other way counts as inactive or inconclusive. Potency is read from the fitted curve at half-maximal effect.
SMILES,HT1080 IDH1KD tx,SW480 rereplic,TDP43 rescue,KB-V1 MDR tox,KB-3-1 tox,HT1080-NT tox,HEK293 tox,GLP1R ag,GLP-1R inv ag
C[C@H](NC(=O)Cc1cccc2ccccc12)C(=O)N1CCCN(C)CC1,6%,-2%,20%,-1%,0%,0%,12%,3%,7%
C=CCc1cccc(CNc2nc3ccccc3n2CCC)c1O,?,?,-11%,?,?,?,-24%,-2%,?
COc1ccc(N2C(S)=C(C#N)C(=O)NC23CCCCC3)cc1,-3%,-10%,-21%,0%,-5%,-9%,5%,0%,-5%
Cc1[nH]c2ccccc2c1C1C(c2ccccc2)=NN=C(C(C)C)N1O (stereo not drawn),-10%,11%,-3%,-32%,10%,2%,-17%,3%,0%
Cc1ccc(Nc2nc3ccccc3c3nncn23)c(Cl)c1,.,.,2%,17%,-3%,.,-2%,.,7%
CC(C)n1nc(C(=O)OCn2nnc3ccccc3c2=O)c2ccccc2c1=O,18%,0%,-5%,24%,12%,12%,-12%,2%,4%
O=C(c1ccccc1[N+](=O)[O-])N1CCCC(C(=O)N2CCCCCC2)C1 (stereo not drawn),1%,2%,-6%,0%,2%,1%,-2%,2%,21%
Cc1ccc(NC(=O)c2cccc(C(F)(F)F)c2)cc1NC(=O)c1[nH]cnc1C(N)=O,1%,-4%,-1%,2%,12%,1%,-1%,8%,15%
OCCN1CCOCCOc2ccccc2OCCOCC1,11%,-3%,-11%,11%,2%,13%,2%,0%,3%
COc1cc2c(cc1OC)C(C(=O)N(C)Cc1ccccc1)C(c1cccnc1)N(C)C2=O (stereo not drawn),6%,20%[1.84 µM],.,0%,1%,6%,-9%,9%,3%
Cc1cccc(C(=O)NNC(=O)CCC(=O)Nc2cccc(Cl)c2C)c1,12%,.,19%,-4%,14%,20%,-7%,-1%,-5%
CC(=O)OCCN(Cc1ccccc1)Cc1ccc2c(c1)OCO2,-28%,-1%,0%,-28%,1%,-10%,1%,8%,55%
CC(C)(C)OC(=O)C(Cc1ccc(OC(C)(C)C)cc1)NC(=O)CNC(=O)CNC(=O)OCc1ccccc1 (stereo not drawn),-1%,7%,8%,?,-3%,-4%,5%[1.53 µM],5%,?
CCCCNC(=O)c1ccc2c(c1)N(CC)C(=O)c1ccccc1S2(=O)=O,0%,-1%,13%,-3%,3%,29%,-17%,-7%,-12%
CCN(c1ncnc2c1cnn2-c1cccc(Cl)c1)C1CCCCC1,.,.,29%,3%,-17%,.,17%,.,?
O=C(NCc1cccnc1)/C(=N\O)c1ccccc1,19%,-1%,6%,0%,5%,21%,-3%,-8%,2%
CCOc1cc(C(=O)Nc2ccc(NC(C)=O)cc2)ccc1OCC(=O)N1CCCCC1,14%,1%,-2%,0%,4%,10%,1%,10%,-10%
COc1ccc(C(C)(C)C)cc1NC(=O)COC(=O)c1cc(SC)ccc1Cl,-2%,2%,16%,0%,-3%,1%,14%,10%,10%
COc1ccc(N2C(=O)CS/C2=C\[N+](=O)[O-])cc1,-15%,2%,21%,-7%,0%,-3%,-4%,-3%,-9%
CN1CCN(C(=O)c2ccc(C(C)(C)C)cc2)CC1,4%,-6%,-2%,?,12%,5%,4%,-14%,0%
O=C(/C=C/c1ccc2c(c1)OCCCO2)c1ccc2ccccc2c1O,?,2%,24%,?,-1%,-29%,-13%,1%,?
CCCCCc1c(C)nc(N2CCc3ccccc32)[nH]c1=O,3%,?,-1%,3.3µM*,?,6%,2%,-3%,-5%
Cc1cccc(C(=O)NCc2nnc3c4ccccc4c(-c4ccccc4)nn23)c1,17%,-2%,-30%,?,8%,14%,18%,2%,43%[activator]
CN(C)CCCN(C(=O)C1COc2ccccc2O1)c1nc2cc3c(cc2s1)OCO3 (stereo not drawn),-1%,5%,3%,21%,5%,-22%,2%,-1%,?
COc1ccc(S(=O)(=O)N2C[C@H]3CON(C)[C@H]3C[C@H]2c2ccc(-c3cc4ccccc4o3)cc2)cc1,-29%,.,12%,-33%,-2%,?,1%,-1%,-23%
CCCc1c(C(=O)OCC)sc(N)c1C#N,3%,4%,-12%,0%,-12%,-4%,2%,18%,45%[activator]
CC(=O)CCc1c(C)[nH]c2ccccc2c1=O,-3%,-1%,-23%,4%,5%,6%,-14%,1%,?
COc1ccccc1NC(=O)C1CCN(c2ncccn2)CC1,9%,-11%,?,2%,10%,11%,-3%,-2%,0%
N#CCc1ccc(NC(=O)/C=C/c2ccc([N+](=O)[O-])o2)cc1,2.9µM*,?,24%,?,5.2µM*,3.3µM*,4µM*,-1%,-101%
CC1CCCC(C)N1/N=C/c1ccccc1C(=O)O (stereo not drawn),13%,-3%,-3%,-6%,1%,5%,20%,0%,-9%
COc1cccc(NC(=S)NCc2cccs2)c1,3%,-4%,21%,-13%,21%,2%,-3%,10%,0%
CC(Nc1nc(N2CCN(S(C)(=O)=O)CC2)nc2ccccc12)c1ccccc1 (stereo not drawn),-4%,9%,4%,-16%,0%,-23%,?,2%,-21%
CC(/C=C1\N=C(SCc2ccccc2Cl)SC1=O)=C\c1ccccc1,6%,-5%,14%,13%,-1%,18%,15%,-18%,-9%
CCCOc1ccc(C(=O)Nc2sc3c(c2C(=O)OCC)CCCCC3)cc1,.,.,24%,?,5%,.,-6%,.,26%
COC(=O)C[C@@H]1CC[C@@H](NC(C)=O)[C@@H](CO)O1,19%,.,11%,-1%,16%,-1%,2%,.,13%
COc1ccc(-c2noc(CCC(=O)N3CCN(c4ccc(Br)cc4)CC3)n2)cc1,1%,-18%,11%,15%,-7%,7%,1%,1%,6%
COc1ccc2c(c1)c1nc3n(c(=O)c1n2CC(=O)Nc1ccccc1)CCCS3,-3%,-2%,9%,?,1%,0%,-12%,6%,-3%
CC(C)c1ccc(NC(=O)C2Cc3c(-c4ccc(Cl)cc4)ccnc3O2)cc1 (stereo not drawn),?,.,?,-19%,-3%,?,0%,-1%,?
Cc1cc(NC(=O)C2CCCN2C(=O)Nc2cccc(Cl)c2)ccc1-n1cnnn1 (stereo not drawn),1%,0%,-7%,-26%,-13%,13%,-16%,0%,-3%
CSCCC(NC(=O)COc1ccccc1)C(=O)NC1CCC(C)CC1 (stereo not drawn),-2%,-2%,-8%,8.2µM*,0%,5%,-17%,3%,-25%
Cc1cc(C)c(C(=O)Nc2cccc(F)c2)c(Cl)n1,-15%,-30%[inhibitor],-3%,-6%,5%,-9%,5%,0%,-6%
CN1CCCN(C(=O)c2ccc(Cl)s2)CC1,1%,2%,-4%,29%,12%,7%,8%,4%,3%
CC(=O)N1Cc2cc(C(=O)NCc3cccc(F)c3)nc(-c3cccc(C4=CCCC4)c3)c2[C@H]1CCO,?,.,-1%,?,1%,?,-9%,23%,-9%
Cc1cc(=O)oc2cc(OC(=O)c3ccccc3)ccc12,7%,-3%,6%,12%,0%,1%,8%,13%,-8%
Cc1ccc2cc(CN(Cc3nnnn3C3CCCCC3)CC3CCCO3)c(=O)[nH]c2c1 (stereo not drawn),?,6%,-26%,-3%,2%,-2%,-18%,5%,0%
Cc1nc2cc(C(=O)NCc3ccc4c(c3)OCO4)ccc2n1-c1ccc(Br)cc1,15%,-1%,19%,2%,13%,8%,-5%,10%,?
